Compound activity from PubChem.
CXXC DNA block = qHTS Fluorescence Polarization Assay for Inhibitors of MLL CXXC domain - DNA interaction | Potency, µM (highest dose often 115 µM), for inactives: top-dose activity change, negative = inhibition, usual class: inhibitors | AID 2662, 2010 | Histone-lysine N-methyltransferase 2A (Homo sapiens), Q03164 | actives 0.037% (n = 290,000) | MLL-CXXC / FITC-HOXA9 DNA fluorescence polarization; active = well fitted inhibition curve with a large enough effect in the polarisation, with a control signal flat, not every such curve was filed as active; inconclusive = small, poorly fitted or top-dose-only effect, or effect the other way, or a change in a side signal; inactive = no such curve, though single readings can be large or run the other way; the % refers to the polarisation; note: potency is the fitted concentration of half-maximal effect
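Purified MLL-CXXC (added from a 7 uM solution) was preincubated 5 min at ambient with pinned compounds in 50 mM Tris-HCl pH 7.5, 50 mM NaCl, 1 mM DTT, 0.05% BSA. Fluorescein-labeled HOX-A9 DNA (50 nM solution) followed, 30 min, then polarization read.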
BCR signal inh = qHTS Assay to Find Inhibitors of Chronic Active B-Cell Receptor Signaling; ABC-DLBCL IkBa-CBG/CBR reporter, luminescence ratio, 4 h; Potency, µM (highest dose often 46.1 µM), without a hit: at the top dose ratio change, negative = lower green/red ratio, most hits filed as inhibitors; actives 0.05% (n = 340,000); AID 493014, 2011; active = well fitted inhibition curve with a large enough effect in the signal ratio, with a control signal flat, not every such curve was filed as active; inconclusive = small, poorly fitted or top-dose-only effect, or effect the other way, or a change in a side signal; the % refers to the signal ratio;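 note: potency is the fitted concentration of half-maximal effect; plate controls were basal doxycycline-induced cells for no effect and cells given 10 µM MG132 for full effect; MG132 reads +100%, hits lower the ratio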
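Doxycycline induced both beetle luciferases in TMD8 lymphoma cells; IKK-driven degradation limits the IkappaBalpha-fused green signal, while red luminescence normalises for cell number and nonspecific effects. Compounds tested up to 46 uM, 4 hrs.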
Giardia killer = Small Molecules that selectively kill Giardia lamblia: qHTS; activity change, % at 7.66 µM, hits read low; Giardia lamblia trophozoite viability; AID 540267, 2011; actives 0.15% (n = 340,000); in the data active = activity change below about -80%; inconclusive = between about -30% and that limit;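 note: parasites exposed to compound for two days anaerobically before the ATP read; % is set by controls: 0 for no effect and ±100 for the full control effect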
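Compounds were tested on trophozoites seeded at 100 cells/well and held 48 hrs at 37 deg C anaerobically. An ATP-based luminescent kit measured the remaining live cells.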
TSHR antag = Antagonists of the Thyroid Stimulating Hormone Receptor: HTS campaign. TSHR-expressing cells, TSH-stimulated cAMP HTRF, 2 h; hits give low values. activity change, negative = inhibition, % at 11.5 µM. AID 504810, 2011. Thyrotropin receptor (Homo sapiens), P16473. actives 0.2% (n = 330,000);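 active = activity change below a set negative limit, meaning inhibition stronger than a set level, cut at about -70% in these data; inconclusive = activity change between two set negative limits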; note: % is set by controls: 0 for no effect and ±100 for the full control effect
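Read-out is FRET at 665 nm (cryptate excitation 337 nm) from a cryptate-tagged anti-cAMP antibody, competed by cell cAMP against cAMP-d2. Compounds are tested on freshly harvested TSHR cells challenged with 4nM TSH (EC80) for 2 hours at 37 deg C.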
FBPA coupling cs = qHTS Assay for Inhibitors of Fructose-1,6-bisphosphate Aldolase from Giardia Lamblia: Coupling assay counterscreen | coupling enzyme system counterscreen, AmpLite Red fluorescence | activity change, negative = inhibition, % at 58.2 µM, hits read low | AID 2472, 2010 | actives 0.67% (n = 290,000); in the data active = activity change below about -30%; note: % is set by controls: 0 for no effect and ±100 for the full control effect
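Final compound at 57.5 uM, incubated 10 min at RT with coupling enzyme reagent (glyceraldehyde-3-phosphate), then 20 min with substrate and AmpLite Red detection. Fluorescence read at 525/598 nm; tests interference with the coupling assay, not aldolase inhibition.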
KCNH2 WT inh = qHTS for Inhibitors of KCHN2 3.1: Wildtype qHTS | Voltage-gated inwardly rectifying potassium channel KCNH2 (Homo sapiens), Q12809 | U2OS, BacMam KCNH2, thallium flux FluxOr; hits give low values | activity change, % at 1.84 µM | actives 0.37% (n = 340,000) | AID 720551, 2013;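 active = maximum activity change below -70%; inconclusive = maximum activity change between -70% and -50%; inactive = maximum activity change above -50%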; note: % is set by controls: 0 for no effect and ±100 for the full control effect
Target sequence (Q12809 whole entry, looked up): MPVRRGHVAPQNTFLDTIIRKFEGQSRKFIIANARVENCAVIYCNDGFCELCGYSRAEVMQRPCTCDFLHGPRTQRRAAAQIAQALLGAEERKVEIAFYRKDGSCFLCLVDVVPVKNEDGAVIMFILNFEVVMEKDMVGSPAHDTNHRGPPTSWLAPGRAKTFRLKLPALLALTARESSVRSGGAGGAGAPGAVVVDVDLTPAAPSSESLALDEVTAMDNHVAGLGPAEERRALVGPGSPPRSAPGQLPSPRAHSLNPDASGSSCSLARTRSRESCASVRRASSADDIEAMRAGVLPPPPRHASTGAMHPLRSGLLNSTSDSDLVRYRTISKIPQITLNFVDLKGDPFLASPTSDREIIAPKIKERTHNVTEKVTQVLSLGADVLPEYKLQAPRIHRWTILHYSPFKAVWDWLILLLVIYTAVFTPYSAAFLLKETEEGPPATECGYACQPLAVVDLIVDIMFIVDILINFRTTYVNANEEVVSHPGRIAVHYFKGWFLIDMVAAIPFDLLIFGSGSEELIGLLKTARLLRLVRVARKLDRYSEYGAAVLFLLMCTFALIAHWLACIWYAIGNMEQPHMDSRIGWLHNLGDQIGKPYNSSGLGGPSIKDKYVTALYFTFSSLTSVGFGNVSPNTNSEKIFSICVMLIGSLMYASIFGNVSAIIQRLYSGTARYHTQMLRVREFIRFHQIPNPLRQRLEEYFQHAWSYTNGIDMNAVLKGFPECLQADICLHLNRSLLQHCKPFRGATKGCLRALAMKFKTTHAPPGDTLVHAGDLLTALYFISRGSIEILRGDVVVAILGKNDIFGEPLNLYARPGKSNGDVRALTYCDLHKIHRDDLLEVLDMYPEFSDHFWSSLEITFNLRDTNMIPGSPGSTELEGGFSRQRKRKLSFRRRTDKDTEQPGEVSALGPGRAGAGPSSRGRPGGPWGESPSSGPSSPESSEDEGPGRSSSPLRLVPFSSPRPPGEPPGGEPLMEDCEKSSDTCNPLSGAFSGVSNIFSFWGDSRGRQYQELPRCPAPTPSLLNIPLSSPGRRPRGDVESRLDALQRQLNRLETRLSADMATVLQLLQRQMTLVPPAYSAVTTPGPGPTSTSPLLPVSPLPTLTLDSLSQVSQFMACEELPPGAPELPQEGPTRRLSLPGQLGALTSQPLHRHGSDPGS
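U2OS cells transduced with wild-type KCNH2 virus are loaded with FluxOr dye for 45 min, and thallium flux is measured in kinetic reads before and after stimulation buffer. Rate constants are normalized to DMSO controls.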
GALK inh = qHTS Assay for Inhibitors of Human Galactokinase (GALK) | Purified GALK, Kinase-Glo residual ATP luminescence | Potency, µM (highest dose often 57.5 µM), inactives show at the top dose activity change, negative = inhibition, most hits filed as inhibitors | actives 0.007% (n = 270,000) | AID 1868, 2009; note: potency is the fitted concentration of half-maximal effect; % is set by controls: 0 for no effect and ±100 for the full control effect
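Galactose (100 uM) and ATP (35 uM) were turned over by 5 nM GALK for 1 h at RT. Kinase-Glo Plus then converted the remaining ATP into a luminescent signal.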
TCR activator = Activators of T cell receptors: qHTS campaign; primary human leukocytes, anti-CD3, IL-2 HTRF, 48 h; Potency, µM (doses to about 9.22 µM), inactives show top-dose activation of IL-2 secretion, usual class: activators; 330,000 tested, under 10 active; AID 504894, 2011; note: % of control where 0% means no effect
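Primary human leukocytes were stimulated with a-CD3 beads plus compounds for 48 hr without co-stimulation; secreted IL-2 was quantified by HTRF using a-IL-2-K (europium cryptate) and a-IL-2-d2, excited at 320nm with acceptor emission read at 665nm.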
Tb PFK block = qHTS Assay to Find Inhibitors of T. brucei phosphofructokinase; ATP-dependent 6-phosphofructokinase (Trypanosoma brucei brucei), O15648; T. brucei PFK, ADP-Glo luminescence; Potency, µM (doses to about 57.5 µM), for the others: at the highest dose activity, negative = inhibition, usual class: inhibitors; actives 0.17% (n = 330,000); AID 485367, 2010;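 note: potency is the fitted concentration of half-maximal effect; 0% = uninhibited 1x PFK enzyme wells and -100% = no-enzyme wells; nearly all actives have a fitted effect of over 60% in size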
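Luminescent ADP detection (ADP-Glo, two-step: ATP depletion then ADP-to-ATP conversion for luciferase) reported PFK activity after 45 min room-temperature reaction of 1.25 nM enzyme with 0.5 mM F6P and 0.1 mM ATP at pH 8.0.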
A-T KAP1 phos = qHTS Assay for Identifying a Potential Treatment of Ataxia-Telangiectasia. actives 0.19% (n = 320,000). AID 485349, 2010. Potency, µM (series often up to 57.5 µM), inactives show at the highest dose activation, most hits filed as activators. […] A-T fibroblasts, KAP-1 phosphorylation AlphaLISA; neocarzinostatin DNA damage 30 min before lysis; note: potency is the fitted concentration of half-maximal effect; % of control where 0% means no effect; nearly all actives have a fitted effect of over 45% in size
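hTERT-immortalized A-T patient fibroblasts ([…]), 500 cells/well in OPTI-MEM, 1% FBS, got compounds for 60 min, then NCS for 30 min at 37C. Lysates were then assayed for phospho-KAP-1 by AlphaLISA (anti-pKAP1 donor, anti-KAP1 acceptor beads), 6 hr at 25C.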
The depositor's hits bear a star; i = inactive; u = inconclusive; x = not tested or not shown; & = joins results of further samples; [ ] = remark or other dose. Unless noted, calls come from the whole dose curve; as a rule, active = well fitted curve in the direction sought with a large enough effect; inconclusive = small, poorly fitted or top-dose-only effect, or another doubt; inactive = no such curve, though single readings can be large; an effect the other way counts as inactive or inconclusive.

SMILES	CXXC DNA block	BCR signal inh	Giardia killer	TSHR antag	FBPA coupling cs	KCNH2 WT inh	GALK inh	TCR activator	Tb PFK block	A-T KAP1 phos
Cc1cc(=O)[nH]c2ccc(S(=O)(=O)NCc3ccccc3)cc12	5%	4%	10	5	2	9	-5%	15%	0%	0%
CCC(=O)c1ccc(N2CCN(C(=O)c3cccc(F)c3)CC2)c(F)c1	1%	-17%	-15	-3	-1	8	-3%	-10%	2%	2%
CCOC(=O)Nc1ccc2nc(Sc3ccc(Cl)cc3)sc2c1	u	u	9	-11	-3	-4	-5%	0%	0%	20%
O=C(NC(=S)Nc1ccc(N2CCOCC2)cc1)c1cccc(Cl)c1	1%	u	4	-10	0	2	1%	-1%[46.1 µM]	-1%	-5%
COc1cc(C(=O)Nc2oc(-c3ccccc3)c(-c3ccccc3)c2C#N)cc(OC)c1OC	-3%	0%	-3	3	-2	-1	1%	6%	-2%	2%
O=C(Nc1cccc2c1CCCC2)c1cc([N+](=O)[O-])cc([N+](=O)[O-])c1	9%	1%	-1	15	0	-8	-1%	1%[46.1 µM]	-1%	10%
CCOC(=O)Cn1c(=O)oc2cc(S(=O)(=O)NC3CCCCC3)ccc21	x	-2%	4	7	4	-1	x	5%	0%	-11%
Cc1ccccc1NC(=O)c1nc2nccc(C)n2n1	5%	u	x	28	-14	x	12%	x	-7%	18%
COc1ccc(-c2nnn(CC(=O)N(CCO)C(C(=O)NC3CCCC3)c3ccc(F)cc3)n2)cc1 (stereo not given)	6%	-2%	-6	5	-4	3	2%	3%	2%	10%
O=C(C1CCCN(S(=O)(=O)c2ccccc2)C1)N1CCCCC1 (stereo not given)	3%	-4%	-1	4	0	-2	1%	5%	-5%	5%
Cc1cccc(NC(=S)N2CCN(Cc3ccc4c(c3)OCO4)CC2)c1C	10%	u	10	-3	1	-14	1%	4%	-3%	3%
CCOc1ccccc1NC(=O)COc1ccc(S(=O)(=O)N2CCCC2)cc1	-1%	u	-2	-8	-2	8	4%	-45%	-3%	-3%
Oc1cnc2ccccc2c1CN1CCOCC1	7%	2%	1	1	1	0	0%	-3%[46.1 µM]	0%	-2%
Cc1ccc(C(=O)NCCc2csc(-c3cccnc3)n2)cc1	0%	-13%	-14	3	5	-6	0%	-5%	-6%	18%
C/C(N)=C(/C#N)C(=O)COC(=O)C1Cc2ccccc2CN1S(C)(=O)=O (stereo not given)	4%	2%	4&4	-2	-1	2&-11	6%	0%	-15%	6%
CCc1cc(=O)oc2c(C)c(OC(C)C(=O)NCCCn3ccnc3)ccc12 (stereo not given)	-8%	1%	-8	-4	-1	13	5%	-3%	-2%	8%
CC(=O)Nc1cccc(NC(=O)CSc2nc(=O)n(CCN3CCOCC3)c3c2CCC3)c1	x	-2%	-18	15	x	-20	x	7%	-6%	1%
COc1ccc(C2Nc3cc(OC)ccc3-n3cccc32)cc1 (stereo not given)	14%	u	-18	-11	-1	0	8%	1%	1%	24%
O=C(CCC(=O)c1ccc(Cl)s1)Nc1ncccc1O	x	u	11	-4	x	9	x	-4%	6%	-1%
CC(OC(=O)c1ccc(F)c(S(=O)(=O)N2CCOCC2)c1)C(=O)NC1CCCC1 (stereo not given)	x	0%	-8	21	x	-7	x	1%	1%	12%
CCN(CC(=O)NCc1ccc(Cl)cc1)C(=O)CCC(=O)c1ccc(F)cc1	x	-11%	1	-9	x	23	x	-3%	-5%	3%
CCN(CC(=O)Nc1ccc(OC)cc1)C(=O)CSCc1ccc(C)cc1	x	0%	-14	-1	x	0	x	0%	5%	-10%
Nc1ncc(-c2ccc([N+](=O)[O-])cc2)cn1	0%	-6%	5	-1	1	2	1%	-1%[46.1 µM]	0%	-3%
COc1cc2c(cc1OC)[C@@H](NC(=O)CCc1ccccc1)[C@H](OCc1ccccc1)C2	x	0%	4	20	x	-2	x	-1%[46.1 µM]	4%	11%
Cc1cccc(C(=O)Nc2ccc(S(=O)(=O)Nc3nc(C)cc(C)n3)cc2)c1	-21%	-5%	2	-7	1	-3	-2%	2%	2%	16%

By substructure, those above containing fluorine (4)
SMILES	CXXC DNA block	BCR signal inh	Giardia killer	TSHR antag	FBPA coupling cs	KCNH2 WT inh	GALK inh	TCR activator	Tb PFK block	A-T KAP1 phos
CCC(=O)c1ccc(N2CCN(C(=O)c3cccc(F)c3)CC2)c(F)c1	1%	-17%	-15	-3	-1	8	-3%	-10%	2%	2%
COc1ccc(-c2nnn(CC(=O)N(CCO)C(C(=O)NC3CCCC3)c3ccc(F)cc3)n2)cc1 (stereo not given)	6%	-2%	-6	5	-4	3	2%	3%	2%	10%
CC(OC(=O)c1ccc(F)c(S(=O)(=O)N2CCOCC2)c1)C(=O)NC1CCCC1 (stereo not given)	x	0%	-8	21	x	-7	x	1%	1%	12%
CCN(CC(=O)NCc1ccc(Cl)cc1)C(=O)CCC(=O)c1ccc(F)cc1	x	-11%	1	-9	x	23	x	-3%	-5%	3%

More entries.
SMILES	CXXC DNA block	BCR signal inh	Giardia killer	TSHR antag	FBPA coupling cs	KCNH2 WT inh	GALK inh	TCR activator	Tb PFK block	A-T KAP1 phos
CN(C(=S)Nc1ccc(SC(F)F)cc1)c1ccc(O)cc1	4%	-1%	-25	-4	-34*	-2	0%	-5%[46.1 µM]	-4%	13%
O=C(Cn1c(=O)[nH]c2sc3c(c2c1=O)CCCC3)NCC1CCCO1 (stereo not given)	-6%	4%	15	2	-1	-13	5%	-3%	0%	-3%
Nc1ccc(C(=O)c2cccs2)cn1	-2%	-7%	0	-7	2	-1	3%	-2%	3%	0%
CCCC(=O)Nc1ccc(N2CCOCC2)cc1	0%	11%	14	4	-12	-9	0%	-31%	3%	-12%
CN(C)Cc1cccc([N+](=O)[O-])c1O	-1%	-6%	-22	1	-1	-2	2%	4%	2%	-3%
CCSC1=C(C#N)C2(CCCC2)C(C#N)=C(N)N1	-5%	u	-6	-3	0	1	4%	4%	5%	10%
Cc1cccc(NC(=S)NC2CC3CCCC(C2)N3Cc2cccs2)c1 (stereo not given)	5%	6%	9	7	-3	34	x	3%	-5%	-4%
CCOC(=O)c1[nH]cnc1C(=O)Nc1ccccn1	19%	3%	0	10	-1	17	0%	x	2%	-5%
O=C(Cc1ccccc1[N+](=O)[O-])OCC(=O)c1c[nH]c2ccccc12	x	-13%	-6	-7	x	38	x	-3%	0%	-7%
CCCCN(C(=O)C1CCN(C(=O)c2ccccc2C)CC1)c1c(N)n(CCCC)c(=O)[nH]c1=O	-3%	-3%	8	1	x	0	5%	-10%	1%	4%
O=S1(=O)N=C2CCCCCN2C(c2ccc(Cl)cc2)N1 (stereo not given)	20%	6%	32[activator]	-7	2	6	0%	-4%	2%	2%
O=C(NC1CC2CCCC(C1)N2Cc1ccccc1)c1cccc(F)c1 (stereo not given)	0%	5%	17	9	1	36	-8%	1%	-2%	3%
CCSc1nnc(NC(=O)CSc2nccn2-c2cccc(C)c2)s1	13%	6%	-10	-6	-1	-4	-1%	2%	4%	9%
Cc1ccc(C)c(OCC(=O)Nc2nonc2NC(=O)COc2cc(C)ccc2C)c1	0%	x	12	x	0	3	4%	4%	x	x
CS(=O)(=O)NCCSCc1c(Cl)cccc1Cl	14%	u	1	-21	1	-3	0%	-23%	-5%	2%
O=C(COc1ccc2c(c1)OCO2)Nc1ccccc1C(F)(F)F	-5%	-7%	8	-2	-1	i	-1%	7%	-4%	2%

Two compounds from above, reduced to Giardia killer.
SMILES,Giardia killer
CN(C(=S)Nc1ccc(SC(F)F)cc1)c1ccc(O)cc1,-25
O=C(Cn1c(=O)[nH]c2sc3c(c2c1=O)CCCC3)NCC1CCCO1 (stereo not given),15

Rows are unselected; any-hit rate near 1.6%.
